Compound activity from PubChem.
Neddyl block = inhibitors of cullin neddylation, primary screen, biochemical, TR-FRET, uHTS, NAE and Ubc12 | NEDD8-conjugating enzyme Ubc12 (Homo sapiens) + NEDD8-activating enzyme E1 regulatory … | calls only at 25 µM | hit rate 0.58% among 360,000; in the data active = inhibition above about 36%
FAS-TE inh = FAS thioesterase domain inhibitors, primary screen, biochemical, fluorescence intensity, uHTS; Fatty acid synthase (Homo sapiens), P49327; recombinant FAS-TE, OMFH fluorogenic substrate, fluorescence endpoint; inhibition, % at 15 µM; hit rate 0.67% among 360,000;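 active = compounds whose normalised, plate-corrected inhibition of enzyme fluorescence in the single-dose primary screen is 50% or more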;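 note: 0% = DMSO with enzyme and 100% = substrate without enzyme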
PABP1 MLLE inh = inhibitors of PABP1 MLLE–PAM2 peptide binding, primary screen, biochemical, fluorescence polarization, FITC-PAM2, GST-MLLE. Polyadenylate-binding protein 1 (Homo sapiens), P11940. hit rate 0.36% among 360,000. inhibition, % at 20 µM. AID 588489, 2011; in the data active = inhibition above about 35%, passing the limit was not always enough;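 note: plate controls were DMSO wells with GST-MLLE for no effect and wells lacking GST-MLLE protein for full effect; some results filed as inactive read as strong as hits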
CSN inh = inhibitors of CSN-mediated cullin deneddylation, primary screen, biochemical, fluorescence polarization, uHTS | hit rate 0.38% among 360,000 | COP9 signalosome complex subunit 5 (Homo sapiens), Q92905 | Purified CSN, SCF-Nedd8-OG deneddylation | inhibition, % at 12.5 µM | AID 651999, 2013;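 active = pattern-corrected inhibition above about 35%, with an unprinted fluorescence ratio check between 0.5 and 1.5, limit read from the data, passing the limit was not always enough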;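 note: 0% = enzyme with substrate and 100% = substrate without enzyme; some results filed as inactive read as strong as hits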
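Material: purified human Csn5 enzyme expressed in HEK293T cells / Medium: Tris buffer pH 7.5, NaCl, DTT, Tween-20, trehalose, ovalbumin / Compound dosing: 12.5 µM single point / Schedule: 90 min incubation of compound, enzyme and substrate at room temperature / Signal: fluorescence polarization of the substrate / Control set: no-enzyme wells high, enzyme-with-substrate wells low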
E coli Lon inh = inhibitors of E. coli Lon protease, primary screen, biochemical, fluorescence polarization. inhibition, % at 7.94 µM. purified E. coli Lon protease. hit rate 0.42% among 360,000. AID 602123, 2011. P0A9M0; in the data active = inhibition above about 13%, passing the limit was not always enough;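 note: 0% = enzyme with probe and DMSO and 100% = no enzyme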
MsrA act = bovine MsrA enzyme activators, primary screen, biochemical, absorbance, HTS | Methionine sulfoxide reductase A (Bos taurus) | purified bovine MsrA, absorbance read-out | activation, % at 10.6 µM | hit rate 0.3% among 360,000; in the data active = activation above about 7.5%;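 note: 0% = vehicle and 100% = reference activator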
Rin1 Abl inh = inhibitors of Rin1-Abl protein binding, primary screen, biochemical, TR-FRET; Tyrosine-protein kinase ABL1 (Homo sapiens) + Ras and Rab interactor 1 (Homo sapiens), …; inhibition, % at 7.35 µM; hit rate 0.4% among 360,000; AID 588664, 2011; in the data active = inhibition above about 5%, passing the limit was not always enough
MsrA inh = bovine MsrA enzyme inhibitors, primary screen, biochemical, absorbance, HTS; Methionine sulfoxide reductase A (Bos taurus); hit rate 0.75% among 360,000; AID 651718, 2012; inhibition, % at 15.5 µM; purified bovine MsrA, absorbance read-out; in the data active = inhibition above about 4.5%;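 note: 0% = vehicle wells with enzyme and 100% = reference inhibitor wells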
Tb MetRS inh = T. brucei MetRS inhibitors, primary screen, biochemical, luminescence; purified T. brucei MetRS, ATP depletion, Kinase-Glo luminescence; inhibition, % at 11.9 µM; methionyl-tRNA synthetase (Trypanosoma brucei brucei); hit rate 0.4% among 360,000;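 active = inhibition above a per-plate cutoff of the control wells' mean inhibition plus 3 SD, cut at about 5.5% in these data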;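 note: 0% = DMSO wells median and 100% = median of wells with control inhibitor compound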
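Material: parasite MetRS enzyme / Replication: singlicate, one well per compound / Signal: luminescence of leftover ATP / Schedule: 2 h aminoacylation at 25 °C after 15 min preincubation / Medium: HEPES-MgCl2-KCl buffer plus DTT, spermine, BSA, pyrophosphatase / Doses: 11.9 µM single point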
* hit, by the source's call; i = inactive; / = no result given.

item | structure | Neddyl block | FAS-TE inh | PABP1 MLLE inh | CSN inh | E coli Lon inh | MsrA act | Rin1 Abl inh | MsrA inh | Tb MetRS inh
1 | Cn1c(SCC(=O)c2ccc3c(c2)Cc2ccccc2-3)nnc1-c1ccccc1 | i | 12 | 5 | 74* | 1 | -4 | -2 | -0.5 | -0.6
2 | NC(=O)c1cc[n+](Cc2ccccc2Cl)cc1 | i | -4 | -2 | 0 | -18 | -3 | -2 | 0.4 | -0.1
3 | O=C(NCCc1ccccc1)C1CCC(=O)N1CCc1ccccc1 (stereo not drawn) | i | -7 | -6 | 1 | -3 | -3 | -5 | -0.8 | -0.7
4 | Cc1ccc(Nc2nc(CSc3nnc(-c4ccccc4)n3C)cs2)cc1 | i | 2 | -21 | -2 | -19 | -3 | 1 | 0.4 | -0.6
5 | CCN(CC)S(=O)(=O)c1cccc(C(=O)NC(Cc2c[nH]c3ccccc23)c2nnc3n2CCC3)c1 (stereo not drawn) | i | -8 | -7 | -4 | 1 | -4 | 3 | 0.4 | 0.2
6 | CCC1(C)Cc2c(C#N)c(N)n(N)c(=S)c2CO1 (stereo not drawn) | i | 10 | 13 | -1 | 3 | -7 | -5 | 2.1 | 0.8
7 | O=C(NC1CC1)c1nc2c(nnn2Cc2ccccc2Cl)c(=O)[nH]1 | i | -7 | -2 | 2 | -4 | 1 | 0 | -0.2 | 0.0
8 | Cc1occc1-c1nnc(SCC(=O)N(C)c2ccccc2)n1C | i | -8 | 3 | -1 | -8 | 1 | -1 | -0.3 | -0.4
9 | COc1ccc2c(-c3ccccc3)cc(SC(C)C(N)=O)nc2c1 (stereo not drawn) | i | 7 | -10 | -4 | 0 | -2 | 0 | 0.5 | -0.2
10 | COc1cccc(-c2cnc(C(O)c3ccc(Cl)cc3)[nH]2)c1 (stereo not drawn) | i | 0 | 2 | 3 | -12 | -2 | 6 | -0.5 | -0.2
11 | COc1ccc(OC)c(NC(=O)Nc2cccc(Cn3cccn3)c2)c1 | i | 0 | -11 | 26 | -2 | 6 | 0 | -0.7 | -0.6
12 | Cc1ccccc1N1C(=O)C2CCCN2C1=S (stereo not drawn) | i | -5 | 10 | -1 | -7 | -3 | 2 | -0.8 | -0.1
13 | COc1cc(SC)ccc1C(=O)N(CC(=O)Nc1ccccc1Br)Cc1ccco1 | i | 8 | -14 | 5 | -16 | -1 | 4 | -0.8 | 0.1
14 | CCC(CO)Oc1cc(NC(=O)c2ccc(OC)cc2)c2ncn(C(C)C)c2c1 (stereo not drawn) | i | -8 | 3 | -3 | 3 | -4 | 0 | 0.7 | 0.0
15 | CCCCn1c(N)c(N(CC(C)C)C(=O)c2cccc(S(=O)(=O)N(C)c3ccc(C)cc3)c2)c(=O)[nH]c1=O | i | -5 | -7 | 9 | -4 | -1 | 1 | -0.1 | -0.2
16 | O=C(c1ccccc1)c1nc[nH]c1C(=O)Nc1ccccn1 | i | -3 | 6 | 1 | 4 | 2 | -1 | 2.9 | -0.5
17 | CC1(C)Oc2ccc(C(=O)NN)cc2NC1=O | i | -1 | -9 | 3 | -2 | 0 | -1 | 0.2 | 0.2
18 | O=C(NC(=S)NC1CCSC1=O)c1ccc([N+](=O)[O-])cc1 (stereo not drawn) | i | 12 | 48* | -3 | 1 | -4 | -1 | -0.8 | -0.2
19 | Cn1nc(C(=O)OCC(=O)Nc2ccc(C(N)=O)cc2)c2ccccc2c1=O | i | -8 | 32 | 1 | -12 | -1 | -1 | -0.7 | -0.1
20 | Cc1cc2cc(C(c3nnnn3CC3CCCO3)N3CCCc4ccccc43)c(=O)[nH]c2cc1C (stereo not drawn) | i | 15 | -3 | 5 | -6 | -2 | -2 | 4.6* | 0.3
21 | O=C(O)c1cccc(COCC(F)(F)C(F)F)c1 | i | -11 | 5 | 1 | 1 | -2 | -3 | -0.1 | -0.8
22 | C=CCN(c1ccccc1)S(=O)(=O)c1cccc(C(=O)OCC(=O)NCCOC)c1 | i | -5 | 3 | 2 | -4 | -3 | -1 | -1.2 | -0.8
23 | O=C(Nc1ccnc(-c2cccnc2)n1)c1ccc(Cl)c(Cl)c1 | i | 4 | 3 | 3 | 4 | -3 | -2 | 0.9 | -0.7
24 | Cc1ccc(C)c(OCCC(=O)Nc2ccc3c(c2)OCO3)c1 | i | 19 | 8 | -7 | 1 | -1 | 3 | -0.1 | -0.1
25 | Cn1c(=O)c2c(nc(NCc3cccnc3)n2Cc2ccccc2Cl)n(C)c1=O | i | -9 | -6 | -2 | -1 | -2 | -1 | -0.1 | -0.6

2 of these compounds, reformatted:
(19) Cn1nc(C(=O)OCC(=O)Nc2ccc(C(N)=O)cc2)c2ccccc2c1=O
(20) Cc1cc2cc(C(c3nnnn3CC3CCCO3)N3CCCc4ccccc43)c(=O)[nH]c2cc1C (stereo not drawn)
Screen / compound no.,19,20
Neddyl block,i,i
FAS-TE inh,-8,15
PABP1 MLLE inh,32,-3
CSN inh,1,5
E coli Lon inh,-12,-6
MsrA act,-1,-2
Rin1 Abl inh,-1,-2
MsrA inh,-0.7,4.6*
Tb MetRS inh,-0.1,0.3

Entries of single compounds, looked up by structure. Order of screens: Neddyl block	FAS-TE inh	PABP1 MLLE inh	CSN inh	E coli Lon inh	MsrA act	Rin1 Abl inh	MsrA inh	Tb MetRS inh
COc1cc(SC)ccc1C(=O)N(CC(=O)Nc1ccccc1Br)Cc1ccco1 reads i	8	-14	5	-16	-1	4	-0.8	0.1
Cn1c(SCC(=O)c2ccc3c(c2)Cc2ccccc2-3)nnc1-c1ccccc1 reads i	12	5	74*	1	-4	-2	-0.5	-0.6
Cn1nc(C(=O)OCC(=O)Nc2ccc(C(N)=O)cc2)c2ccccc2c1=O reads i	-8	32	1	-12	-1	-1	-0.7	-0.1
Cc1ccccc1N1C(=O)C2CCCN2C1=S (stereo not drawn) reads i	-5	10	-1	-7	-3	2	-0.8	-0.1
O=C(Nc1ccnc(-c2cccnc2)n1)c1ccc(Cl)c(Cl)c1 reads i	4	3	3	4	-3	-2	0.9	-0.7

(further entries)
item | structure | Neddyl block | FAS-TE inh | PABP1 MLLE inh | CSN inh | E coli Lon inh | MsrA act | Rin1 Abl inh | MsrA inh | Tb MetRS inh
26 | CC(C)(C)OC(=O)N(CC1CCNCC1)C(=O)c1[nH]c(C(F)(F)F)nc1-c1ccccc1 | i | -4 | 7 | 1 | -16 | -2 | 1 | 0.0 | 0.0
27 | CC1(C(=O)NNC(=O)c2cccc([N+](=O)[O-])c2)CC1Br (stereo not drawn) | i | 0 | 8 | -3 | 1 | -6 | -5 | 0.2 | -0.2
28 | OC(c1ccc(Cl)c(F)c1)c1ncc(-c2ccc(F)cc2)[nH]1 (stereo not drawn) | i | 21 | 3 | 2 | -6 | -4 | 2 | -0.4 | -0.5
29 | Cc1ccc(NS(=O)(=O)c2ccc3[nH]c(=O)sc3c2)cc1 | i | 2 | -22 | 107 | -4 | 0 | 3 | 0.3 | -0.3
30 | CC1(C)CC(=O)C=C(C(=O)N2CCCC(C(=O)c3cc(F)ccc3F)C2)O1 (stereo not drawn) | i | 3 | 14 | 8 | -9 | 0 | -4 | 1.3 | -0.1
31 | CCN(CC)CC1CN(N=Cc2ccc([N+](=O)[O-])o2)C(=O)O1 (stereo not drawn) | i | -8 | 7 | -2 | 9 | 1 | -1 | 2.4 | 0.2
32 | COc1ccc(N/N=C(\C=N\O)C(=O)c2ccc(OC)cc2)cc1 | i | -187 | 7 | 0 | 0 | -6 | -7 | 11* | -0.7
33 | COc1cccc(CNS(=O)(=O)c2ccc(N3CCCC3=O)cc2)c1 | i | -9 | 17 | 2 | 6 | -8 | 3 | 1.0 | -0.3
34 | C[C@]12C(=O)N(c3cccc(Cl)c3)C(=O)N1[C@H]1c3ccccc3OC[C@@H]1[C@H]2c1ccccc1 | i | 76* | 2 | -1 | 2 | -4 | -2 | / | -0.4
35 | O=C(Nc1cccc(C(F)(F)F)c1)Nn1cnnc1 | i | -8 | 8 | 2 | -4 | -5 | -1 | -0.1 | -0.1
36 | CC(=O)N1CCC(C(=O)N2c3ccccc3N=C(c3ccc(C(F)(F)F)cc3)C2C(=O)NC(C)(C)C)CC1 (stereo not drawn) | / | / | / | -3 | / | / | / | -0.2 | -0.7
37 | CC1CCc2nn(CC(=O)NCc3ccc4c(c3)OCO4)cc2C1 (stereo not drawn) | i | -1 | 3 | 1 | -5 | -2 | 0 | 0.1 | 0.1
38 | Cc1cccn2c(CNC3CCCc4ccccc43)c(C(=O)N3CCCCC3)nc12 (stereo not drawn) | i | 0 | 15 | 4 | -5 | -1 | 0 | -0.6 | -0.2
39 | O=[N+]([O-])c1ccccc1S(=O)(=O)n1cnc2ccccc21 | i | -2 | 1 | -8 | 7 | -12 | 5 | -0.1 | -0.3
40 | CCC(C(=O)OCC(=O)c1ccc2c(c1)NC(=O)CO2)c1ccccc1 (stereo not drawn) | i | 8 | -4 | 3 | -5 | -5 | -2 | 0.0 | 0.0
41 | CC(S(=O)(=O)c1ccccc1)S(=O)(=O)c1ccccc1 | i | -5 | 1 | 1 | 10 | -3 | -3 | 0.7 | -0.2
42 | COc1ccc(C(=O)Cn2cnc3ccccc3c2=O)c(OC)c1 | i | -2 | 2 | -2 | -15 | -3 | 1 | 0.6 | -0.2
43 | Clc1cccc(-c2nc3ccc(Cl)cn3c2Cc2ccsc2)c1 | i | 1 | 7 | -3 | 20* | -2 | 2 | / | -0.2
44 | Cc1ccc(CCNC(=O)C2CC(c3cc(C(F)(F)F)cc(C(F)(F)F)c3)=NO2)cc1 (stereo not drawn) | i | 9 | -5 | 0 | 8 | -4 | 2 | -0.9 | -0.2
45 | COc1ccc(-n2ncc3c(N4CCC(C(N)=O)CC4)ncnc32)cc1 | i | -3 | -6 | 0 | 6 | 1 | -1 | -0.2 | -0.1
46 | O=C(NCCN1CCOCC1)c1cn(CCc2ccccc2)nn1 | i | -4 | 0 | 1 | 11 | -2 | -4 | -1.6 | -0.4
47 | O=C(Nc1ccc(N2CCN(C(=O)c3ccco3)CC2)cc1)C(c1ccccc1)c1ccccc1 | i | 14 | 6 | 1 | -4 | -3 | -1 | -0.6 | -0.2
48 | CN1/C(=C\C(=O)Nc2cccnc2)c2ccccc2CC1(C)C | i | -9 | -2 | -3 | 11 | -4 | 0 | -0.9 | 0.6
49 | CCC(=O)NS(=O)(=O)c1cccnc1Nc1ccccc1Cl | i | -4 | -9 | -3 | -5 | -4 | 0 | 1.3 | -0.6
50 | O=C(O)c1c2c(nc3ccc(F)cc13)CCC2 | i | -5 | 3 | 8 | -5 | 0 | -2 | / | -0.1
51 | O=C(N[C@@H]1C/C=C\C[C@@H](CC(=O)N(CCO)Cc2ccccc2)C(=O)NC[C@H](c2ccccc2)OC1=O)OCC1c2ccccc2-c2ccccc21 | i | 5 | -8 | 0 | -1 | 0 | 2 | -0.9 | -0.6
52 | CC(C)COCc1ccc(O)c2ncccc12 | i | 0 | 4 | -21 | -8 | -1 | 6 | -0.4 | -0.3

Hits appear at their usual frequency. Share with any hit: about 4%.
